IkB sig inh: IkB Signaling. 110,000 tested, 0.04% active. ABC-DLBCL IkBa-CBG/CBR dual luciferase ratio, 4 h; response scale: scaled: untreated 0%, proteasome inhibitor 100%. AID 445, 2006. Potency, µM (series often up to 57.1 µM), for inactives: at the top dose IkBa stabilization activation; active = well fitted curve in the direction sought with a large enough effect in the signal ratio, not every such curve was filed as active; inconclusive = small, poorly fitted or top-dose-only effect, or a change in a side signal; the % refers to the signal ratio;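 note: the direction sought is a rising ratio; 0% = basal untreated cells and 100% = reference inhibitor full response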
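In this assay, an IκBα–CBG68 fusion accumulates when IKK-driven degradation is blocked; native CBR normalizes for cell number. OCI-Ly3 cells were treated 4 h with compound and doxycycline, then green and red light read after Chroma-Glo addition.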
p53ts 32C tox: qHTS Screen for Compounds that Selectively Target Cancer Cells with p53 Mutations: Cytotoxicity of p53ts Cells at the Permissive Temperature. H1299-p53A138V at 32C, ATP luminescence viability, 24 h. Potency, µM (titrated, usually from 46.1 µM), for the others: at the highest dose activity change, negative = cytotoxicity, usual class: cytotoxic. 130,000 tested, 0.93% active. AID 924, 2007;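 note: 0% = DMSO and -100% = full killing by reference compound; nearly all actives have a fitted effect of over 55% in size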
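H1299-p53 A138V cells (temperature-sensitive p53) exposed 24 h to up to 46 uM compound at 32C, where p53 is wild-type in conformation. Viability read as ATP luminescence and normalised to DMSO and 100 uM tamoxifen. AC50 fitted with the Hill equation.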
Imprint erasure: qHTS Assay for Compounds that Induce Erasure of Genomic Imprints; mouse ES Peg3-LacZ reporter, beta-gal luminescence, 40 h; Potency, µM (highest dose often 60.7 µM), without a hit: at the highest dose activity change, positive = activation, usual class: activators; 110,000 tested, 0.02% active;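 note: 0% = negative control wells on the plate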
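Readout: BetaGlo luminescence (5 min, room temp) for LacZ from the normally silent maternal Peg3 allele in female Peg3LacZ-Neo ES cells. Cells 300/well, 40 h, 37C, 5% CO2. Data normalized per plate to negative controls.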
p53ts 39C tox: qHTS Screen for Compounds that Selectively Target Cancer Cells with p53 Mutations: Cytotoxicity of p53ts Cells at the Nonpermissive Temperature. 130,000 tested, 1.5% active. H1299-p53A138V viability at 39C, ATP luminescence, 24 h. Potency, µM (doses to about 46.1 µM), without a hit: at the top dose activity change, negative = cell killing, most hits filed as cytotoxic; note: nearly all actives have a fitted effect of over 55% in size
* = called active by the depositor; ? = inconclusive; · = no result given; [ ] = another dose, or the depositor's remark. Unless noted, calls come from the whole dose curve; as a rule, active = well fitted curve in the direction sought with a large enough effect; inconclusive = small, poorly fitted or top-dose-only effect, or another doubt; inactive = no such curve, though single readings can be large; an effect the other way counts as inactive or inconclusive. Unless noted, % is set by controls: 0 for no effect and ±100 for the full control effect; potency is the fitted concentration of half-maximal effect.

Under each structure – Imprint erasure | IkB sig inh | p53ts 39C tox | p53ts 32C tox
Cc1ccc(S(=O)(=O)NC2(C(F)(F)F)C(=O)Nc3c2c(=O)[nH]c(=O)n3-c2ccccc2)cc1 (configuration not stated)
  ? | -2.5% | 42%[activator] | -8%
COc1ccc2c(Cl)c(-c3nnc(SCC(N)=O)n3C)sc2c1
  -14% | 0.9% | 7% | -3%
Cc1ccc(S(=O)(=O)N2CCCc3cc(NS(=O)(=O)c4cc(F)ccc4F)ccc32)cc1
  -6%[10.9 µM] | ? | 30% | 51%[activator]
Cc1ccc(S(=O)(=O)NC(CC(=O)O)c2ccco2)cc1 (configuration not stated)
  -8% | 0.0% | 4% | 4%
COc1ccc(S(=O)(=O)CCC(=O)N2CC(=O)N(CCc3ccccc3)C(=O)C2)cc1
  -7% | -0.2% | 3% | 3%
N#Cc1nc(-c2ccco2)oc1NCCN1CCOCC1
  7% | -1.7% | 10% | 5%
Cn1c(=O)c2c(nc(Br)n2CCc2ccccc2)n(C)c1=O
  -2% | 2.3% | -9% | 0%
Cc1ccc(C)c(N2CCN(C(=O)c3cc4cc5ccc(C)cc5nc4o3)CC2)c1
  -11%[10.9 µM] | -3.3% | 2% | -3%
CCOC(=O)c1c(NC(=O)c2cc(=O)c3cc(Cl)ccc3o2)sc(C)c1C
  -7%[10.9 µM] | -1.8% | -3% | -8%
COc1ccc(C(c2sc3ncnn3c2O)N2CC(C)OC(C)C2)cc1OC (configuration not stated)
  -8% | 12% | -5% | -14%
COCCn1c(=O)c(-c2cc(F)cc(F)c2)nc2cnc(Nc3cccc(OC)c3)nc21
  · | -0.4%[11.4 µM] | -4% | -13%
COc1ccc(CCNC(=O)CCc2c(C)c3ccc(O)c(C)c3oc2=O)cc1
  11%[10.9 µM] | -0.4% | -3% | 5%
N=C(c1ccc2ccccc2c1)c1ccccc1Cc1ccccc1
  -3%[10.9 µM] | 0.7%[11.4 µM] | 4%[9.22 µM] | 1%[9.22 µM]
COC(=O)c1ccccc1NC(=O)c1cc2cc(C)ccc2n1C
  -12%[10.9 µM] | -1.7% | ? | 14%
Cc1ccc(C(=O)c2coc3ccc(O)c(CN4CCN(C)CC4)c23)cc1
  -10% | 0.2% | -6% | -6%
CCCn1c(-c2ccc(F)cc2)nc2c(NCCN3CCSCC3)nc(C)nc21
  -5% | · | -3% | 3%
Cc1cc(C)cc(NC(=O)CN(C)S(=O)(=O)c2ccc3c(c2)CCC(=O)N3)c1
  -7%[10.9 µM] | -0.5% | -5% | 6%
Nc1nonc1-c1nc2ccccc2[nH]1
  -13% | 21% | 13% | -3%
CCCS(=O)(=O)N1CCCC(C(=O)N2CCC(Cc3ccccc3)CC2)C1 (configuration not stated)
  -34%[inhibitor] | -0.2% | -5% | -6%
CC1(C)[C@@H]2CC[C@@]1(CS(=O)(=O)Nc1ccccc1)C(=O)C2
  -5%[10.9 µM] | 1.4%[11.4 µM] | 8%[9.22 µM] | 4%[9.22 µM]
Cc1ccc2c(=O)cc(C(=O)Nc3sc4c(c3C(=O)NCc3ccco3)CCCC4)oc2c1C
  -31%[inhibitor][10.9 µM] | -0.3% | 21% | 7%
CN(C)CCCn1c2c3ccccc3ccc2c2oc(=O)c3ccccc3c21
  ? | -3.8%[11.4 µM] | -5%[9.22 µM] | -2%[9.22 µM]
O=C(COc1ccccc1F)Nc1c(C(=O)Nc2cccc(F)c2)oc2ccccc12
  -18%[10.9 µM] | 0.7% | ? | -21%
COc1ccc(NC(=O)c2cc3ccccn3n2)cc1
  -86%[inhibitor] | ? | 7.9µM* | 10µM*
CCC(=O)N1CCc2cc(CNS(=O)(=O)c3cc(Cl)ccc3OC)ccc21
  -3%[10.9 µM] | -0.2% | 3% | 11%
O=C(Nc1ccc(Cl)c(C(F)(F)F)c1)C(Cc1ccccc1)NS(=O)(=O)c1ccc(Br)s1 (configuration not stated)
  -11%[10.9 µM] | -1.0% | -5% | 5%
CCN(CC)S(=O)(=O)c1ccc2[nH]cc(C(=O)NCCC3=CCCCC3)c(=O)c2c1
  -38%[inhibitor] | ? | 7% | -27%
CCOc1ccc(-c2nonc2NC(=O)COc2ccc(C)c(C)c2)cc1OCC
  -10%[10.9 µM] | -1.5% | -14% | -4%
Cc1ccc2[nH]c(=O)c(-c3noc(C(C)C)n3)cc2c1
  -5% | -3.2% | 10% | 10%
CC1(C)CC(=O)C2=C(C1)NC(SCC(=O)Nc1ccccc1)=C(C#N)C21CCCCC1
  -21% | ? | -10% | 4%

Just p53ts 32C tox, for some of the entries so far:
SMILES | p53ts 32C tox
CCCn1c(-c2ccc(F)cc2)nc2c(NCCN3CCSCC3)nc(C)nc21 | 3%
Cc1ccc(C)c(N2CCN(C(=O)c3cc4cc5ccc(C)cc5nc4o3)CC2)c1 | -3%

Continuation.
Under each structure – Imprint erasure | IkB sig inh | p53ts 39C tox | p53ts 32C tox
O=S(=O)(NCCC1=CCCCC1)c1cccc2nsnc12
  -2% | 1.4% | 6% | 6%
Cc1ccc(-c2csc3nc(C)n(-n4cccc4)c(=O)c23)o1
  -6% | 0.0% | 2% | 3%
Cc1ccc(-c2ccc(=O)n(CC(=O)NCCc3ccccc3)n2)cc1
  -10%[10.9 µM] | ? | -15% | 1%
Cn1nnnc1SCCCNCc1ccccc1OCc1ccc(Cl)cc1
  -11%[10.9 µM] | -0.5% | ? | ?
Cc1ccc2nsnc2c1S(=O)(=O)NC1CC1
  · | · | 10% | 1%
CCOc1ccc(Cl)cc1CNCCCSc1nnnn1C
  -18%[10.9 µM] | 0.4% | 3% | -9%
CC(C)C(=O)Nc1ccc(NC(=O)c2cccs2)cn1
  -1% | 1.0% | -8% | -17%
CCN(CC)CCn1c(OC)cc(=O)[nH]c1=O
  4% | 1.8% | -1% | -1%
CCN(C(=O)c1c(C)oc2ncn(CC(C)C)c(=O)c12)c1cccc(Cl)c1
  -3%[10.9 µM] | 3.2% | 5% | 2%
CCOc1cccc2cc(-c3nnc(Nc4ccc(F)c(Cl)c4)s3)c(=O)oc12
  -3%[10.9 µM] | 2.4% | -10% | 0%
COC(=O)c1ccc(Nc2nc(-c3ccc(C)cc3)nc3ccccc23)cc1
  -23%[10.9 µM] | ? | 13µM* | ?
O=c1c2cn[nH]c2nc(SCc2ccc3c(c2)OCCO3)n1-c1ccccc1
  ? | ? | 65%[activator] | 28%
Cc1ccc(C2C(C#N)=C(N)SC(N)=C2C#N)c(C)c1
  17% | ? | 17% | 2%
Cc1nnc(SCC(=O)Nc2cc(C(F)(F)F)ccc2N2CCOCC2)o1
  -4% | -0.2% | -2% | -5%
CCN(CC)C(=O)C1CCCN(C/C(C)=C/c2ccccc2)C1 (configuration not stated)
  -5% | -3.7% | -2% | 9%
CCOc1cc(C)c(Cl)cc1S(=O)(=O)NCc1ccc2c(c1)OCO2
  -15% | ? | -10% | 21%
CCOc1ccccc1NC(=O)CCCc1nc(-c2ccccc2Cl)no1
  -8%[10.9 µM] | -3.7% | -14% | 5%
Cc1nc2cc(NC(=O)N3CCN(c4ccccn4)CC3)ccc2o1
  1% | 0.1% | -5% | 5%
Cc1nc(NC(C)C)c2oc3ccccc3c2n1
  -16% | 0.5% | -4% | -12%
CCOc1ccc(NC(=O)CCc2c(C)nc3c4c(C)cc(C)nc4nn3c2C)cc1
  3%[10.9 µM] | 0.2% | 0% | 0%
CCc1cccc2c(-c3ccccc3)c3c(nc12)OCC3
  -10% | · | 12% | 1%
CCc1ccccc1NC(=O)c1cc(-c2cccc(O)c2)on1
  -22% | ? | 1% | 2%
Cc1ccccc1CN1CCN(S(C)(=O)=O)CC1
  · | · | -10% | 6%
Cc1ccc(C(=O)N(CC(=O)NC2CCCC2)Cc2cccs2)s1
  -13% | 0.5% | 0% | 1%
CCOc1ccc(C(=O)CSc2nc3cc(C(=O)NC4CCCC4)ccc3c(=O)n2CC2CCCO2)cc1 (configuration not stated)
  16%[10.9 µM] | 0.4% | 6% | 3%
COc1cc2c(C(=O)c3ccccc3)c3c4c(cc(OC)c(OC)c4c2cc1OC)CCN3C
  -18% | · | -2% | 14%
CCCn1c(SCC(=O)Nc2ccc(OCC)cc2)nnc1C(C)C
  · | · | -2% | -1%
CC(/C=N/NC(=O)c1cc(-c2ccc(C)s2)[nH]n1)=C\c1ccccc1
  · | · | -23% | ?
CC(C)C(=O)c1cn(CC(=O)NCc2ccco2)c2ccccc12
  · | · | 6% | -2%
CCSc1nnc2c(n1)OC=Nc1ccc(Br)cc1-2
  -9% | -0.1% | -1% | 2%
CCOc1ccc(NC(=O)[C@@H](c2ccccc2)N2Cc3ccccc3C2=O)cc1
  4%[10.9 µM] | -0.1% | -16% | 9%
CSc1ccccc1NC(=O)COc1ccc(S(=O)(=O)N2CCCC2)cc1
  -8% | ? | 8% | 7%
CCc1ccc2oc(C(=O)Nc3nonc3CC)c(C)c2c1
  -13%[10.9 µM] | -1.9% | -4% | 2%
Cc1cc(N2CCN(c3ccccn3)CC2)n2c(nc3ccccc32)c1C#N
  -4% | -1.0% | 8% | -9%
COC(=O)Nc1ccc(OCc2ccccc2)cc1
  -58%[inhibitor] | 5.3% | -26% | -9%
Cc1cc(Cl)c(S(=O)(=O)NCC2CCCO2)cc1OCC(N)=O (configuration not stated)
  1% | -0.5% | 12% | 10%
CCC(=O)N1CCN(c2ccc(NC(=O)c3ccco3)cc2)CC1
  -16% | 1.4% | -9% | -3%

Entries shown so far that contain an aryl thioether with sulfur outside any ring:
Under each structure – Imprint erasure | IkB sig inh | p53ts 39C tox | p53ts 32C tox
COc1ccc2c(Cl)c(-c3nnc(SCC(N)=O)n3C)sc2c1
  -14% | 0.9% | 7% | -3%
Cn1nnnc1SCCCNCc1ccccc1OCc1ccc(Cl)cc1
  -11%[10.9 µM] | -0.5% | ? | ?
CCOc1ccc(Cl)cc1CNCCCSc1nnnn1C
  -18%[10.9 µM] | 0.4% | 3% | -9%
O=c1c2cn[nH]c2nc(SCc2ccc3c(c2)OCCO3)n1-c1ccccc1
  ? | ? | 65%[activator] | 28%
Cc1nnc(SCC(=O)Nc2cc(C(F)(F)F)ccc2N2CCOCC2)o1
  -4% | -0.2% | -2% | -5%
CCOc1ccc(C(=O)CSc2nc3cc(C(=O)NC4CCCC4)ccc3c(=O)n2CC2CCCO2)cc1 (configuration not stated)
  16%[10.9 µM] | 0.4% | 6% | 3%
CCCn1c(SCC(=O)Nc2ccc(OCC)cc2)nnc1C(C)C
  · | · | -2% | -1%
CCSc1nnc2c(n1)OC=Nc1ccc(Br)cc1-2
  -9% | -0.1% | -1% | 2%
CSc1ccccc1NC(=O)COc1ccc(S(=O)(=O)N2CCCC2)cc1
  -8% | ? | 8% | 7%
